# High-throughput results deposited in PubChem BioAssay by IUPUI and University of Michigan.
# ST2 IL33 inh: blocks human ST2 binding to IL-33 | Q01638 | 78,000 tested, 2.3% active | inhibition, % for hits at 17 µM | AlphaLISA ST2-Fc/biotin-IL-33 interaction, 1 h | AID 1259354; in the data active means inhibition above about 30%; inconclusive means mostly about 10% to 28%
# Target sequence (Q01638 whole entry, looked up): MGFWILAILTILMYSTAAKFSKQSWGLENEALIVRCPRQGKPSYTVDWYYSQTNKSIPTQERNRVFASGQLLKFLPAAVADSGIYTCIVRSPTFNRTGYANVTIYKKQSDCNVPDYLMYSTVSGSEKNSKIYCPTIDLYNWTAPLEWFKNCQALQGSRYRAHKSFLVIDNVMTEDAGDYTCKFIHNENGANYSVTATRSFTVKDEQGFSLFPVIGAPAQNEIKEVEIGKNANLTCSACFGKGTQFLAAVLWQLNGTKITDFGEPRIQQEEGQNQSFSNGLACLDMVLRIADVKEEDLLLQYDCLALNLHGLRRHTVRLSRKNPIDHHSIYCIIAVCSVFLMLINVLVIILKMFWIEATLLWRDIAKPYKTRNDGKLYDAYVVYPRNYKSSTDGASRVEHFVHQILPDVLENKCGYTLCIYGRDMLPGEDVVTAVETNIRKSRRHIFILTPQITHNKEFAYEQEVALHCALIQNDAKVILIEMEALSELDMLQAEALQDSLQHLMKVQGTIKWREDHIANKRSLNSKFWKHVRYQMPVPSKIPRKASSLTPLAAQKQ
# Active calls of the source: *; i = inactive; ? = inconclusive. An excerpt; count on the stated rates, not on these rows.
structure	ST2 IL33 inh
CN(CCC(=O)N1CCOC(c2ccc(Cl)cc2)C1)S(C)(=O)=O (stereo unspecified)	i
Cc1ccc(NS(=O)(=O)c2ccc3[nH]c(=O)sc3c2)cc1F	i
O=c1c2ccccc2ncn1CCSc1ccc(Cl)cc1	i
Nc1nnc(COc2ccccc2)s1	i
COc1ccc2c(c1)Cc1sc(NC(=O)c3ccco3)nc1-2	i
Cc1cccc(-n2nc3c(c2NC(=O)c2cc4ccccc4oc2=O)CS(=O)C3)c1C (stereo unspecified)	i
Cc1cc(O)c(C(C)C)cc1N1C(=O)c2ccc(F)cc2C1=O	i
COCCCN1C(=O)N(Cc2ccc3ccccc3c2)C(=O)C12CCN(C1CCSC1)CC2 (stereo unspecified)	?
CS(=O)(=O)Nc1cccc(C(=O)CC2(O)C(=O)Nc3ccccc32)c1 (stereo unspecified)	i
Cc1ccc(NC(=O)CN2CC(C(=O)O)CC2=O)c(F)c1 (stereo unspecified)	i
CCN(Cc1nc(COC)no1)C(=O)c1ccc2cc[nH]c2c1	i
CCOC(=O)C1=C(C)NC2=C(C(=O)C(C(=O)OC)C(C)C2)C1c1ccc(N(CC)CC)cc1 (stereo unspecified)	?

# The final six compounds of the part above lead into the next.
structure	ST2 IL33 inh
Cc1cc(O)c(C(C)C)cc1N1C(=O)c2ccc(F)cc2C1=O	i
COCCCN1C(=O)N(Cc2ccc3ccccc3c2)C(=O)C12CCN(C1CCSC1)CC2 (stereo unspecified)	?
CS(=O)(=O)Nc1cccc(C(=O)CC2(O)C(=O)Nc3ccccc32)c1 (stereo unspecified)	i
Cc1ccc(NC(=O)CN2CC(C(=O)O)CC2=O)c(F)c1 (stereo unspecified)	i
CCN(Cc1nc(COC)no1)C(=O)c1ccc2cc[nH]c2c1	i
CCOC(=O)C1=C(C)NC2=C(C(=O)C(C(=O)OC)C(C)C2)C1c1ccc(N(CC)CC)cc1 (stereo unspecified)	?
CCOC(=O)N1CCN(CC(O)COc2ccc(Br)cc2)CC1 (stereo unspecified)	i
O=C(N[C@H]1CN[C@H](C(=O)N2CC=C(c3ccccc3)CC2)C1)c1ccco1	i
OCC1CCCN(CCNC2CCC3(CCNCC3)CC2)C1 (stereo unspecified)	i
COc1cccc2c1OCCCN(C(=O)c1ccc(C#CC(C)(C)O)o1)C2	i
CN1CCN(CCCNC(=O)Cc2cn(C)c3ccccc23)CC1	i
CCC=CCC1=C(CCCCC(CCC(=O)O)OC(C)=O)CCC1=O (stereo unspecified)	i
CN(Cc1n[nH]c(=O)n1Cc1ccc(Cl)cc1Cl)S(C)(=O)=O	?
COc1ccccc1NC(=O)c1cc2ccccc2o1	i
CCCCNC(=O)c1nn(-c2ccc(OC)cc2)c(=O)c2c1c1ccccc1n2C	?
CCN1CCN(c2cc(C)c3cc(NC(=O)CCC(=O)N4CCCC4)ccc3n2)CC1	i
Cn1c(=O)[nH]c(=O)c2c1nc(CN1CCN(c3ccccc3F)CC1)n2Cc1ccccc1	i
Cc1ccc(C)c(CN2CCN(Cc3ccc(C)o3)C(CCO)C2)c1 (stereo unspecified)	i
CC(=O)N(C)c1ccc(NC(=O)CN2CCCC(C(=O)c3ccccn3)C2)cc1 (stereo unspecified)	i
CN(C)c1ccc(/C=C2\SC(N3CCN(CCO)CC3)=NC2=O)cc1	i
CC(=O)n1cc(C(C[N+](=O)[O-])SCCN)c2ccccc21 (stereo unspecified)	30.0%*
Nc1nc2c(nc(Br)n2[C@@H]2O[C@@H]3COP(=O)(O)O[C@H]3[C@H]2O)c(=O)[nH]1	i
COCc1ccc(CN2CCCC(C(=O)c3cc(C)c(OC)c(C)c3)C2)o1 (stereo unspecified)	?
Cc1ccccc1OCC(=O)Nc1ncc(Cc2ccc(Br)cc2)s1	i
Cc1nc2cc(NCc3ccc(N(C)C)cc3)ccc2n1C	?
CC(=O)c1nc2ccccc2n1S(=O)(=O)c1ccc(C)cc1	?
COc1cccc(OC)c1C(=O)Nc1sc2c(c1C(N)=O)CCCC2	i
CCn1nc(C)c(C(=O)N2CCCC(O)(CO)CC2)c1C (stereo unspecified)	i
CCc1ccc(NC(=O)CSc2nnc(-c3ccco3)n2C)cc1	i
Nc1nc(Oc2ccccc2F)c(Br)c(=O)[nH]1	i
O=C1C[C@H]2CC[C@@H](CN1)N2Cc1cn[nH]c1-c1ccc(F)cc1	i
N#CC(C#N)=C1NC2(CCCCC2)Cc2ccccc21	?
Cc1ccsc1C(=O)N1CCC(C2(Cc3ccc(F)cc3)NC(=O)N(C3CCOC3)C2=O)CC1 (stereo unspecified)	?
N#Cc1cccc(NC(=O)N2C[C@@H]3C[C@H](C2)c2c(-c4cc5ccccc5s4)ccc(=O)n2C3)c1	i
Cc1ccccc1N1CCN(Cc2sccc2C)CC1	?
O=c1oc2ccc([N+](=O)[O-])cc2cc1-c1csc(Nc2ccc(F)cc2)n1	i
CC(C)(C)c1nc(CN2C[C@H]3C[C@H](O)[C@@H](O)C[C@H]3C2)no1	i
O=C(N[C@H]1CCN2C(=O)c3cc(-c4ccccc4)ccc3NC(=O)[C@H]12)c1cccc(F)c1	i
CCOc1ccc(CNC(=O)c2cc3cc4ccc(OC)cc4nc3o2)cc1	i
O=C1N(Cc2c(F)cccc2Cl)c2ccccc2C12OCCCO2	i
CCOc1ccc(CC(=O)N(c2ccc(Br)cc2)C2C=CS(=O)(=O)C2)cc1 (stereo unspecified)	i
O=[N+]([O-])c1ccc2[nH]c(-c3ccccc3)cc2c1	?
CN1Cc2c(N)cccc2C(c2ccccc2)C1 (stereo unspecified)	i
CN1C[C@@H](NS(=O)(=O)c2ccccc2)C[C@H]1c1nc(-c2ccc(Cl)cc2)no1	i
CC1=C(C(=O)N2CCCCC2)C(c2cccs2)n2c(nc3ccccc32)N1 (stereo unspecified)	i
Cc1ccc(C(=O)N2CCC3(CCCN(Cc4ccc(F)cc4)C3)C2)cn1 (stereo unspecified)	?
O=C(NCCCO)NC1CCCCC1	i
N#CSCCCCOc1cccc(Cl)c1	i
CN(Cc1cc(-c2ccccc2)no1)Cc1nc(-c2ccc3c(c2)OCO3)no1	?
O=C(COc1ccccc1)Nc1ccc(-c2nc3ncccc3o2)cc1	?
CC(C)CCNC(=O)C1C2C=CC3(CN(Cc4ccccc4Cl)C(=O)C13)O2 (stereo unspecified)	i
Cc1cc(NC(=O)CN2C(=O)S/C(=C\c3ccc(Cl)cc3)C2=O)no1	i
COc1cccc(NC(=O)CSc2nc3c(cc2C#N)C(=O)CC(C)(C)C3)c1	?
CN(CCc1ccccc1)C1CCCN(C(=O)c2ccccc2Cl)C1 (stereo unspecified)	i
Cc1nc2c(-c3ccc(F)cc3)c(C)nn2c(C)c1CCC(=O)NCc1ccc2c(c1)OCO2	?
COc1ccc(C(=O)Nc2ccc(S(=O)(=O)NC(C)(C)C)cc2)cc1[N+](=O)[O-]	i
Cc1cc(C)n(-c2n[nH]c(=O)c3ccccc23)n1	i
Cn1cc(CC(=O)Nc2ccc(Oc3ccccc3)cc2)c2ccccc21	i
CN(Cc1cccc(-n2cccn2)c1)Cc1cccs1	i
N/C(=N/OC(=O)c1ccccc1F)c1ccccn1	i
O=C(NCCCN1CCCC1)C1CCN(c2ccc(-c3cccs3)nn2)CC1	i
CCCN(Cc1ccncc1)C(=O)C1COc2ccccc2O1 (stereo unspecified)	?
O=C(N[C@H]1CCN2C(=O)c3cc(-c4ccsc4)ccc3NC(=O)[C@H]12)c1cccc(F)c1	i
CCOCCCNCc1ccccc1Cl	i
OCCSc1ccc(Cc2ccc(SCCO)cc2)cc1	i
COc1cc(C(=O)Nc2ccc3c(c2)ncn3-c2ccc(C)cc2)cc(OC)c1OC	?

# Remaining list, next part.
structure	ST2 IL33 inh
C/C=C/Cn1c(SCC(O)CO)nc2c1c(=O)[nH]c(=O)n2C (stereo unspecified)	?
COc1ccccc1CN1CCC(O)CC1	i
O=C(CCS(=O)(=O)c1cccs1)Nc1ccc(C(=O)NC2CCCC2)cc1	i
CCc1nc(SCC(=O)N2CCc3[nH]nc(C4CCC4)c3C2)n[nH]1	i
COc1cccc(NC(=O)CSC2=Nc3ccccc3C3=NC(CC(C)C)C(=O)N23)c1 (stereo unspecified)	?
COc1ccc(NC2CCCN(C(=O)CSc3nc4ccc(C)cc4[nH]3)C2)cc1 (stereo unspecified)	i
COc1cccc2c1ncc1c(=O)n3c(C)cccc3nc12	i
CN(CCC(=O)Nc1ccccc1Cl)Cc1cc(C2CC2)n[nH]1	?
Cc1cccc(C)c1NC(=O)CN(c1ccccc1Cl)S(=O)(=O)c1ccccc1	i
O=C(c1noc2c1CCCC2)N1CCc2ccccc2C1	i
Cc1nnsc1CN(C)C(=O)CCN1CCCCO1	?
COc1ccc(CCN2CC34C=CC(O3)C(C(=O)NCc3ccc(F)cc3)C4C2=O)cc1OC (stereo unspecified)	i
COc1cccc(-c2cn3c4c(=O)n(C)c(=O)n(C)c4nc3n2-c2ccc(C)cc2)c1	i
O=C(Cc1ccccc1Br)N(CCCN1CCOCC1)Cc1cccs1	?
Cc1ccccc1-n1cc(-c2ccnc(NC3CCOCC3)n2)cn1	?
CC(=O)c1ccc(NC(=O)c2ccc(S(=O)(=O)c3ccc(Cl)cc3)cc2)cc1	?
O=C(C1CCCN1S(=O)(=O)c1cccc2nsnc12)N1CCC(Cc2ccccc2)CC1 (stereo unspecified)	i
CCN(CC)c1ccc(C=Nc2ccc([N+](=O)[O-])cc2OC)c(O)c1	i
COc1ccc(C(=O)N2C[C@@H]3C[C@H](C2)c2c(NC(=O)Nc4ccc(Cl)cc4)ccc(=O)n2C3)cc1	i
CCc1ccc(-c2cc(O)cc3sc(=O)oc23)cc1	i
Cc1ccccc1CSC1=NCCN1C(=O)c1ccc(OC(C)C)cc1	?
COC(=O)C1(Cc2ccc(O)cc2)OC(=O)C(OC)=C1c1ccc(O)cc1 (stereo unspecified)	?
CC1=C(C(=O)OCCOc2ccccc2)C(c2ccc(C)s2)NC(=O)N1C (stereo unspecified)	i
Cc1cc(N2CCC(C3(c4cccnc4)NC(=O)NC3=O)CC2)nc2ccccc12 (stereo unspecified)	?
Cc1ccc(C(CC(=O)N2CCCC2)c2ccccc2)cc1 (stereo unspecified)	?
CC(=O)Nc1ccc(S(=O)(=O)NCc2ccncc2)cc1	i
CCOc1ccc(NC(=O)CSc2nc3c(c(=O)n2-c2ccc(C)cc2)SCC3)cc1	i
COc1cccc(CN2CCCC(c3[nH]ncc3-c3cccc(C(F)(F)F)c3)C2)c1O (stereo unspecified)	i
NNC(=O)CCn1c2ccccc2c2ccccc21	i
O=C(Nc1ccc(F)cc1)N[C@H]1[C@H](O)[C@@H](Sc2ccccc2)[C@@H]2OC[C@H]1O2	i
O=C(NCc1ccncc1)c1cnccn1	i
Nc1nc2n(n1)C(c1ccc(OCc3ccccc3)cc1)CC(c1ccc(F)cc1)N2 (stereo unspecified)	i
CCC(=O)N1CCc2cc(Br)cc(S(=O)(=O)NCCCN3CCOCC3)c21	i
COc1ccc(-n2ncc3c2CC(C)(C)CC3NC(=O)CSc2ncccn2)cc1 (stereo unspecified)	i
CCOc1ccccc1-c1nc(C(N)=O)c2c(n1)n(-c1ccc(C)c(C)c1)c(=O)n2C	i
O=C(CCc1nc2ccccc2s1)NCCN1Cc2ccccc2OC(c2ccccc2)C1 (stereo unspecified)	i
CCOc1ccc2c(c1)CN(c1ccc(Br)cc1)CO2	i
Cc1ccc(N=Cc2cc(Cl)cc([N+](=O)[O-])c2O)cc1Cl	?
CCCn1cnc2cc(NCc3ccc(Cl)cc3Cl)ccc21	i
O=C(NC1CCCCC1)c1cc(-c2ccc(F)cc2)on1	i
CCOC(=O)c1sc(Nc2nc3c(F)cccc3s2)nc1C	i
COc1cncc(-c2ccc(O)cc2)c1	i
CCN(CC)S(=O)(=O)c1ccc2oc(C(=O)N3CCC(C)CC3)c(C)c2c1	i
COc1ccc(C2OC(COc3ccccc3)CN(C(=O)c3ccccc3)O2)cc1OC (stereo unspecified)	i
OC(c1cccs1)C1CCN(Cc2cnn3cccnc23)CC1 (stereo unspecified)	i
Cc1ccoc1C(=O)NCc1cccnc1N(C)Cc1ccccc1	i
COc1ccc2cc3cc(C(=O)N4CCOCC4)oc3nc2c1	i
O=C1c2ccc(Oc3cccc([N+](=O)[O-])c3)cc2C(=O)N1c1c[nH]c(=O)[nH]c1=O	31.0%*

# Looked up by compound from above:
structure	ST2 IL33 inh
COc1ccccc1CN1CCC(O)CC1	i
COc1ccc(CCN2CC34C=CC(O3)C(C(=O)NCc3ccc(F)cc3)C4C2=O)cc1OC (stereo unspecified)	i
Cc1ccccc1-n1cc(-c2ccnc(NC3CCOCC3)n2)cn1	?
C/C=C/Cn1c(SCC(O)CO)nc2c1c(=O)[nH]c(=O)n2C (stereo unspecified)	?

# Next records follow:
structure	ST2 IL33 inh
O=C(O)CCCC(=O)Nc1ccccc1Br	i
COc1ccc(CNC(=O)CC[C@]23CC[C@](C)(O)C[C@H]2C(C)(C)C[C@@H]3NC(=O)CC(C)(C)C)cc1	i
CCc1ncc(C(=O)N2CC[C@@H](c3ccc4ccccc4c3)[C@H](O)C2)cn1	?
CNc1ncnc2c1C(c1ccc(Br)cc1)c1c(NC)ncnc1O2	i
COc1ccc(N2C(=O)c3c(C)nc4ccccc4c3C2=O)cc1	?
CC1CC(C)CN(c2nc3c(c(=O)n(C)c(=O)n3C)n2CCSc2ncccn2)C1 (stereo unspecified)	i
Cc1cnc2c(C(=O)NCCC3COc4ccccc4O3)cnn2c1 (stereo unspecified)	?
CCC1CN(Cc2cccc3nccnc23)Cc2cc(OC)ccc2O1 (stereo unspecified)	i
Cc1ccc(C)c(CSC2=NCCN2C(=O)c2ccc(S(=O)(=O)N3CCOCC3)cc2)c1	i
Cc1ccc(C(C)C)c(OCC(O)CNC(C)C)c1 (stereo unspecified)	i
O=C(CN1C(=O)c2ccccc2C1=O)NCCc1ccc(F)cc1	i
